XiGFP reactiv = activators of inactive X chromosome reactivation, primary screen, imaging, XiGFP fibroblasts, GFP high-content imaging, set 2 | XiGFP mouse fibroblasts, % GFP-positive cells imaging, 3 d; cells co-treated with 5-aza-dC sensitizer; scaled so ellipticine positive control = 100% | activation, % at 7.58 µM | 360,000 compounds, 0.055% hits | AID 743238, 2013;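 active means mean normalized replicate activation at least 10% and every replicate at or above 10%; inconclusive means only one of the two criteria met; inactive means mean below 10% and not all replicates reach 10%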;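 further: 0% = median of on-plate neutral control wells and 100% = ellipticine 6 µM median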
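System: XiGFP fibroblasts, SV40-immortalized. Medium: DMEM plus 5-aza-dC sensitizer. Doses: single point. Timing: 3 d treatment, 15 min room-temperature fixation. Control set: ellipticine 6 µM.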
E-sel inducer = E-selectin induction in HUVECs, primary screen, imaging, HUVEC, immunofluorescence imaging, single point | normalized: neutral wells 0, TNF-alpha wells 100 | 260,000 compounds, 0.37% hits | activation, % at 7.58 µM | AID 686992, 2013 | P16581;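 active means mean E-selectin-positive cell signal at least 10% of the positive control, reached in at least 60% of replicates, without over 20% cell loss; inconclusive means no rule given, readout overlaps actives, possibly toxicity-flagged; inactive means the rest, including those meeting only one limit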;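 further: in these data hits start at about 27%; measured in HUVEC primary endothelial cells; signal is the percent of cells scored E-selectin positive by PE staining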
Target sequence (P16581 whole entry, looked up): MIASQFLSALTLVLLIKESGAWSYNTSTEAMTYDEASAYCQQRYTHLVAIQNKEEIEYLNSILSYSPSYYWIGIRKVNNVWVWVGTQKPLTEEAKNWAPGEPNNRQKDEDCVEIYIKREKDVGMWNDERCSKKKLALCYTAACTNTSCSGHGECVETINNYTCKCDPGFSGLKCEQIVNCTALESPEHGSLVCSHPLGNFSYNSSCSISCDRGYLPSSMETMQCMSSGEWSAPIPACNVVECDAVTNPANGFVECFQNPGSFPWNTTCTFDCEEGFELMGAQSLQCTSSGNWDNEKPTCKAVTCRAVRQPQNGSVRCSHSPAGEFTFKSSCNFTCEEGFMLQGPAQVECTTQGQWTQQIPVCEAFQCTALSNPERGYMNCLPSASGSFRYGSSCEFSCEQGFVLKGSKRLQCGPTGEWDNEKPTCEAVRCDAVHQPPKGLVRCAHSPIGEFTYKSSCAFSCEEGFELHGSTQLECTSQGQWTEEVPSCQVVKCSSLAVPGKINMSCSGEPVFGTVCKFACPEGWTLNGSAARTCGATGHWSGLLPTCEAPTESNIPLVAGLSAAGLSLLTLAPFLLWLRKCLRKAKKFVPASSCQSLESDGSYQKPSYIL
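Test system – human umbilical vein endothelial cells (HUVEC), E-selectin induction · Input – 3,000 HUVEC seeded per well · Buffer or medium – EGM-2, gelatin · Compound dosing – single-point compound dose · Detection – immunofluorescence imaging · Measure – percent E-selectin-positive cells · Controls – TNF-alpha high, DMSO low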
RAD54 inh = inhibitors of human RAD54 branch migration, primary screen, biochemical, fluorescence, single point; RAD54 Holliday junction branch migration, FAM/BHQ fluorescence; inhibition, % at 10.4 µM; 360,000 compounds, 0.14% hits; AID 602329, 2012;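 active means mean normalized replicate activity at least 40 and at least half of replicates scoring 40 or more; inconclusive means only one of the two criteria met; inactive means mean below 40 and under half of replicates reaching 40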;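 further: 0% = median of neutral control wells and 100% = median of positive control wells; inhibitors cause a drop in the FAM fluorescence signal; in these data hits start at about 50%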
Casp6 inh = human caspase-6 inhibitors, primary screen, biochemical, VEID-R110 fluorescence, single point, set 2 | purified caspase-6, Z-VEID-R110 cleavage fluorescence | AID 686996, 2013 | inhibition, % at 12.5 µM | P55212 | 350,000 compounds, 0.53% hits;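 active means mean inhibition across replicates at least about 35%, with every replicate also reaching that limit, limit read from the data; inconclusive means only one of the two criteria met; inactive means neither criterion met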;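 further: 0% = median of neutral control wells and 100% = no fluorescence left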
INS-1E GSIS act = GLuc luminescence reporter in INS-1E cells, primary screen for activators of glucose-dependent secretion of insulin. INS-1E GLuc reporter insulin secretion, 2-3 h. activation, % at 16.6 µM. 370,000 compounds, 0.61% hits;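 active means lowest replicate activation of at least 40%, so every replicate reaches that level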;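 further: 0% = median of neutral control wells and 100% = median of IBMX positive control wells; some compounds called inactive have numbers as strong as hits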
DENV2 CPE = inhibitors of DENV2 cytopathic effect, primary screen, cell-based, plate reader, single concentration; DENV2-infected cells, cytopathic effect rescue; CPE inhibition, % at 9.99 µM; 350,000 compounds, 1.7% hits; AID 651640, 2012; in the data active means CPE inhibition above about 20%, passing the limit was not always enough; inconclusive means no clear call, values can overlap the other calls; tested in BHK-21 cells;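 further: 0% = median of neutral control wells and 100% = median of positive control wells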
RAD52 anneal inh = RAD52 DNA annealing inhibitors, primary screen, biochemical, FRET, single point, set 2. DNA repair protein RAD52 homolog (Homo sapiens), P43351. recombinant RAD52 DNA annealing, FRET fluorescence. inhibition, % at 18.7 µM. 360,000 compounds, 0.46% hits. AID 651710, 2012;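 active means every replicate showing at least 50% inhibition; inconclusive means mean inhibition at least 50% but not in every replicate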
Target sequence (P43351 whole entry, looked up): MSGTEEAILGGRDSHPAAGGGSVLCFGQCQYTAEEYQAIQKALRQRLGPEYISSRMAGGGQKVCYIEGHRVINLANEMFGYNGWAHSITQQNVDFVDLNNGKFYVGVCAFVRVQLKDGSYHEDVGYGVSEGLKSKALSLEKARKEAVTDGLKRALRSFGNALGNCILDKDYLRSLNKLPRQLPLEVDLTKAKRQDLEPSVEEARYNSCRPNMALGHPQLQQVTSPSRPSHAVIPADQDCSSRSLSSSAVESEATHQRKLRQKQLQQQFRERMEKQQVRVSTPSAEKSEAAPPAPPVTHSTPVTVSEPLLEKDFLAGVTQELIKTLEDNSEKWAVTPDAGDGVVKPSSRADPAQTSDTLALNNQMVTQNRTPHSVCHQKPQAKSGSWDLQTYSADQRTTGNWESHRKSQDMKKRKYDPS
CFTR F508del cor = F508del CFTR correction, initial screen, CFBE line, single point; activity (quench increase), % at 7.58 µM; CFBE cells, YFP halide quenching; stimulated with forskolin plus potentiator P3; % fluorescence drop versus neutral controls; AID 720511, 2013; 350,000 compounds, 0.36% hits;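 active means mean added fluorescence quench of at least 8% versus neutral control, with both replicates also reaching 8%; inconclusive means only one of the mean or replicate conditions met; inactive means mean below 8% and not both replicates reaching 8%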;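 further: cells transiently co-express mutant CFTR-F508del with the halide-sensitive YFP; corrector assay measuring rescue of mutant channel to the surface after 24 h compound exposure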
Starred values were filed as active, the others as inactive; ? = inconclusive; . = no result given; & = joins results of further samples. Not a hit list, and some 3.7% of all compounds hit somewhere here.

Results follow in this order: XiGFP reactiv	E-sel inducer	RAD54 inh	Casp6 inh	INS-1E GSIS act	DENV2 CPE	RAD52 anneal inh	CFTR F508del cor
> Cc1cccc(N2N=C(C(=O)N3CC(=O)Nc4ccccc43)CCC2=O)c1
 : 0.6	0.4	.	-5	11	-2	-16	3.3
> COCCNC(=O)C(C)Oc1ccc(Cl)cc1Cl (configuration not stated)
 : .	.	7	1	12	.	-6	.
> CC1(C(=O)N/N=C/c2ccc([N+](=O)[O-])o2)CC1(Br)Br (configuration not stated)
 : 0.1	3.1	.	.	2	.	.	3.7
> Cc1ccc(NC(=O)COC(=O)CC2CCCC2)cc1F
 : 0.3	0.3	-1	0	9	6	-8	-0.5
> O=[N+]([O-])c1cc([N+](=O)[O-])c(Oc2cc(F)cc(F)c2F)cc1NN1CCCCC1
 : -0.3	-0.1	-6	-1	.	-9	10	-2.5
> CCCNC(=O)N1CC2(CCN(CC3CCCC3)CC2)c2c(n(C)c3cc(OC)ccc23)[C@H]1CO
 : 0.0	0.2	.	-1	-1	-8	18	-0.2
> CNC(=O)C[C@H]1CC[C@H]2[C@@H](COc3ccc(NC(=O)c4ccc5c(c4)OCO5)cc3C(=O)N2C)O1
 : -0.1	0.0	4	.	6	0	.	-0.9
> CCN(CC)S(=O)(=O)c1ccc(C)c(N=C=S)c1
 : 0.2	0.6	.	-1	-12	-4	-32	0.5
> Cc1cc(NC(=O)CCCN2C(=O)/C(=C/c3ccccc3Cl)SC2=S)no1
 : 0.2	-0.2	3	0	-2	3	-79	-2.4
> CCOC(=O)C1(Cc2ccccc2C)CCCN(C(=O)c2ccc3nccnc3c2)C1 (configuration not stated)
 : 0.2	-0.4	0	8	-14	-2	-31	-0.2
> O=C(Nc1ccc(Oc2cccnc2)cc1)c1ccc([N+](=O)[O-])cc1
 : 0.4	-0.1	.	1	2	-1	0	0.9
> CC(C)NC(=S)N1CCn2c(nc3ccccc32)C1
 : 0.0	-0.2	-2	0	-6	?	-16	-1.9
> CC(C)(C)N(Cc1ccccc1)C(=O)COC(=O)CCN1C(=O)C2CC=CCC2C1=O (configuration not stated)
 : -0.3	-1.0	-5	6	-3	8	2	0.5
> CCSc1nnc(NC(=O)c2cc(-c3ccc(C)c(C)c3O)n[nH]2)s1
 : 0.1	.	.	1	0	0	-7	-1.9
> CCCNC(=O)N(C)C[C@H]1Oc2ncc(C#CCC3CCCC3)cc2C(=O)N([C@H](C)CO)C[C@@H]1C
 : 0.9	-0.1	2	2	-35	0	-37	0.9
> CC(C)NC(=O)Nc1ccc2c(c1)C(=O)N([C@@H](C)CO)C[C@@H](C)[C@@H](CN(C)S(=O)(=O)c1ccc(Cl)cc1)OCCCC[C@H](C)O2
 : -0.1	.	-4	0	-20	-9	12	1.6
> Cc1ccc(Cn2c(C)c(C(=O)NCC(C)C)sc2=O)cc1
 : 0.0	.	0	-1	-8	0	-21	2.1
> O=C(C[C@H]1CC[C@@H]2[C@H](COC[C@@H](O)CN2CC2CC2)O1)NCC1CC1
 : 0.1	0.1	5	1	9	1	-5	-2.8
> O=C(OCCCN=C1NS(=O)(=O)c2ccccc21)c1cccs1
 : 0.0	1.0	-5	-2	-8	8	1	3.1
> Cc1ccc(NC(=O)C(C)N2C(=O)c3ccccc3C2=O)cc1S(=O)(=O)N1CCOCC1 (configuration not stated)
 : 0.3	1.4	.	33	-12	-4	-20	1.3
> Cc1ccc(NC(=O)CN(C)C(=O)c2ccc(NS(=O)(=O)c3cccc([N+](=O)[O-])c3)cc2)cc1
 : -0.4	.	1	2	-34	5	9	-3.2
> CCC(C)NC(=O)c1ccc(CSc2nc3ccncc3n2Cc2ccc(F)cc2)cc1 (configuration not stated)
 : 0.1	-0.9	-1	-1	.	5	3	-5.5
> Cc1cc(NS(=O)(=O)c2ccc(C(C)C)cc2)no1
 : 0.1	-0.4	-5	2	14	0	-21	-4.3
> COc1ccccc1N(CC(=O)N1CCN(c2ccc(F)cc2)CC1)S(=O)(=O)c1ccc(C)cc1
 : -0.1	2.1	-11	2	2	0	3	-5.6
> C/C(=N\NC(=O)Cc1ccc([N+](=O)[O-])cc1)c1cccnc1
 : 0.3	.	2	-1	0	5	-6	-3.9
> CCOc1ccccc1NC(=O)Nc1ccc(Br)cn1
 : 0.2	.	-9	1	8	-2	-14	0.9
> COc1ccc(C(=O)NCC(=O)NCC(=O)OCc2ccc(Cl)cc2)cc1
 : 0.0	.	0	-2	2	0	-16	-1.5
> CCOc1ccc(N2CC(C(=O)NCCN3C(=O)S/C(=C\c4cccnc4)C3=O)CC2=O)cc1 (configuration not stated)
 : 0.0	0.9	.	-1	24	-2	-13	-1.1
> CN(c1ccccc1)S(=O)(=O)c1ccc2[nH]c(=O)[nH]c2c1
 : 0.0	.	-2	1	-1	2	-18	-0.9
> O=C(O)c1cc2ccccc2c2cc(Br)ccc12
 : 0.0	0.0	-4	-3	9	0	2	1.9
> COc1cccc(C2=CC(=O)C[C@H](c3ccc(F)cc3)C2)c1
 : 0.0	0.8	15	5	1	.	2	0.0
> O=C(CCCCCBr)N1CCC(CC2CC(c3ccc(Cl)cc3)=NO2)(C(=O)NCC2CCCCC2)CC1 (configuration not stated)
 : 0.0	-0.1	7	-1	-20	1	12	3.0
> CCCNC(=O)C(Cc1ccccc1F)NC(=O)c1ccccn1 (configuration not stated)
 : 0.1	-0.2	3	0	-6	-9	-12	-2.9
> CCc1nnc(NC(=O)CSc2nc(C)nc3c2c(=O)n(C)c(=O)n3C)s1
 : 0.2	-1.5	-1	17	12	-1	-23	-1.2
> COC(=O)c1[nH]c2c(c1C)C(=O)CC(c1ccc(OC)cc1)C2 (configuration not stated)
 : 0.0	-0.1	0	-1	14	10	-4	-1.3
> Cc1ccc(-c2ccc([C@H]3[C@@H](CO)N4CCCCN(Cc5ccccn5)C[C@H]34)cc2)cc1
 : 0.2	0.1	10	.	4	-27	-14	-1.2
> Cc1noc(C)c1NC(=O)N(C)C[C@@H]1OCCCC[C@H](C)Oc2ccc(NC(=O)c3ccccc3)cc2C(=O)N([C@@H](C)CO)C[C@H]1C
 : 0.2	-0.1	1	0	-8	4	3	0.4
> COc1ccc(/C=C(\NC(=O)c2ccc(C)cc2)C(=O)NCCN2CCOCC2)cc1
 : 0.0	0.0	14	0	3	-1	-13	1.6
> CC(NC(=O)CN(C)CC(=O)Nc1cccc(F)c1)c1ccccc1 (configuration not stated)
 : 0.0	.	0	2	-16	-1	-13	-1.2
> CS(=O)(=O)N1[C@@H](C#N)[C@H](c2ccc(C#Cc3cccc(F)c3)cc2)[C@@H]1CO
 : -0.1	0.6	-14	2	-23	-20	-59	3.0
> O=C1CN(C(=O)/C=C/c2ccco2)c2ccccc2N1
 : 0.1	.	-6	32	-1	5	-17	-0.7
> CC1=C([N+](=O)[O-])C(c2ccc(Cl)cc2)NC(=O)N1 (configuration not stated)
 : 0.0	0.2	5	-1	3	0	-6	0.6
> COc1cccc(CN2CC3(CCN(CC4CC4)CC3)c3c([nH]c4cc(OC)ccc34)[C@H]2CO)c1
 : 0.1	-0.7	.	.	-16	1	.	-4.2
> CCc1nnc(NC(=O)c2cc(S(=O)(=O)N(C)c3ccc(OC)cc3)ccc2Cl)s1
 : 0.3	0.0	5	3	-24	3	-7	-0.4
> CC1CCCC(NC(=O)COC(=O)CCSc2ccccc2)C1C (configuration not stated)
 : 0.0	1.3	9	0	13	-1	5	2.6
> Cc1nn(C)c(Oc2ccc(Cl)cc2)c1C(=O)Nc1ccc(F)cc1F
 : .	.	-3	-4	-22	-2	0	-2.5
> COc1ccc(NS(=O)(=O)c2ccc3c(c2)N(C(C)=O)CCO3)c(OC)c1
 : 0.0	.	-3	-3	-3	2	-10	-0.3
> CN(C)Cc1cn(CC[C@@H]2CC[C@@H](NS(=O)(=O)c3ccc(-c4ccccc4)cc3)[C@@H](CO)O2)nn1
 : -0.1	0.3	3	-2	-3	7	4	-0.8
> Cc1ccc(C(O)c2ncc(-c3cccc4ccccc34)[nH]2)c(C)c1 (configuration not stated)
 : 0.0	0.0	2	-3	-1	11	-11	-2.4
> CCOc1c2ccc(C(=O)N[C@H](C)C3CCCCC3)cc2nn1CCOC
 : 0.0	0.1	-5	3	.	.	4	0.5

More results:
Results follow in this order: XiGFP reactiv	E-sel inducer	RAD54 inh	Casp6 inh	INS-1E GSIS act	DENV2 CPE	RAD52 anneal inh	CFTR F508del cor
> COc1ccccc1-c1ccc([C@H]2[C@@H](CO)N(C(=O)c3cccc(F)c3)[C@H]2C#N)cc1
 : 0.0	0.6	-3	0	-12	-1	-36	1.4
> CC(C)n1ncc2c(C(=O)N3CCN(S(=O)(=O)c4cccc(F)c4)CC3)cc(C3CC3)nc21
 : 0.0	.	14	-3	.	-5	2	.
> COc1cccc(-c2ccc3n(c2=O)C[C@H]2[C@H](CO)[C@@H](C(=O)N(C)C)[C@@H]3N2C(=O)c2cnccn2)c1
 : -0.1	0.0	-17	5	7	0	-1	1.1
> C/C=C/c1ccc2c(c1)O[C@H](CN(C)C(=O)Nc1cccc(F)c1)[C@H](C)CN([C@H](C)CO)S2(=O)=O
 : 0.3	0.0	-3	2	-19	4	8	2.0
> COC(=O)c1nc(N)sc1-c1ccc(Cl)c(Cl)c1
 : 0.1	4.3	9	-4	5	-7	-10	-0.5
> CCC(=O)N1CC[C@@H]2[C@H](CO)Nc3ccc(C#Cc4ccc(F)cc4)cc3[C@@H]21
 : 0.3	59*	3	4	-7	-12	-90	-1.6
> Cc1ccc(Cn2nnc3c(=O)[nH]c(C4CCCN(S(=O)(=O)c5ccccc5)C4)nc32)cc1 (configuration not stated)
 : .	.	6	-2	12	.	-9	.
> CC(=O)N1C(=S)NC(=O)/C1=C1/C(=O)N(CC(=O)Nc2cccc(C)c2)c2ccccc21
 : 0.1	.	.	1	-5	1	-10	.
> CO[C@@H]1CN(C)C(=O)c2cc(NS(C)(=O)=O)ccc2OC[C@H](C)N(C(=O)c2ccc3c(c2)OCO3)C[C@H]1C
 : 0.3	0.2	5	0	-11	-8	-9	3.9
> O=C(O)[C@@H]1[C@@H](CO)[C@@H]2Cn3c(ccc(-c4cncnc4)c3=O)[C@@H]2N1C(=O)C1CCCCC1
 : 0.0	0.0	1	6	5	3	-22	.
> CC(=O)Oc1ccc(C(=O)Nc2ccccc2C(=O)Nc2ccc(C(=O)O)cc2)cc1
 : 0.0	.	-15	4	6	3	-33	-0.4
> C/C=C/c1ccc2c(c1)O[C@@H](CN(C)C(=O)Nc1ccc(OC)cc1)[C@H](C)CN([C@@H](C)CO)S2(=O)=O
 : 0.2	-0.2	0	-2	-17	-11	2	4.3
> CN1C(=O)c2cc(NC(=O)c3cccc(F)c3)ccc2OC[C@@H]2O[C@@H](CC(=O)NC3CCC3)CC[C@H]21
 : 0.1&0.2	0.1&0.1	-1&5	.	1&-5	-5&1	.	0.2&1.1
